SMARCA2 act: SMARCA2 function activation, primary screen; activation, % at 9.1 µM; hit rate 1% among 370,000; MG213 cells, MMTV-luciferase reporter, dexamethasone, overnight; in the data active means activation above about 7.8%;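 further: 0% = vehicle wells and 100% = reference activator wells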
NPR2 activator: GC-B (human) receptor activation. HEK293-GC-B cells, CNP EC30, cGMP TR-FRET; 0% at EC30 CNP, 100% saturating CNP. activation, % at 10 µM. hit rate 0.11% among 370,000;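 active means activation at 10 µM reaching about 35% in either raw or pattern-adjusted values, limit read from the data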
DAX1 inh-1: DAX1 (NR0B1) inhibition, primary screen | hit rate 1.1% among 370,000 | inhibition, % at 6.8 µM | HEK293T StAR-luciferase reporter, SF-1/DAX-1 repression relief | AID 652010;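 active means inhibition above the mean over all tested compounds plus 3 SD, cut at about 3.6% in these data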;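 further: 0% = DAX-1 cells with DMSO and 100% = cells lacking DAX-1 with DMSO; higher inhibition means more luminescence from relief of DAX-1 repression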
DAX1 inh-2: NR0B1 (DAX1) inhibition; P51843; HEK293 Gal4-DAX1 luciferase reporter, luminescence; AID 504766; hit rate 0.99% among 340,000; inhibition, % at 6.75 µM;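 active means inhibition above the mean over all tested compounds plus 3 SD, cut at about 4.2% in these data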;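 further: 0% = DAX1-transfected cells with DMSO and 100% = empty-vector control cells with DMSO; inhibition shows as a rise in luminescence from relieved DAX1 repression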
Target sequence (P51843 207-470 limits assumed): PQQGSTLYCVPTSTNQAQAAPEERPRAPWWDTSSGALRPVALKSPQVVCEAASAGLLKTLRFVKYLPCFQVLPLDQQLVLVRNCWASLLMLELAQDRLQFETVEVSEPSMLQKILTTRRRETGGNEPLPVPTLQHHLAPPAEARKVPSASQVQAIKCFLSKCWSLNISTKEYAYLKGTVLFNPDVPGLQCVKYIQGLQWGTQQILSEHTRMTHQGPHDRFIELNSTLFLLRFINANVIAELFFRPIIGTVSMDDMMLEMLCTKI
GAA850 FXN act: increases GAA850 frataxin promoter reporter activity; HEK293 lucGAA850 FXN promoter luciferase reporter, 24 h; percent of 10 µM SAHA response; activation, % at 6 µM; hit rate 0.56% among 360,000; AID 540364;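 active means activation above the average of all compounds screened plus 3 SD, cutoff fixed separately per campaign, cut at about 7.5% in these data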;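 further: 0% = DMSO wells and 100% = 10 µM SAHA wells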
ssDAF12 agonist: activators of S. stercoralis DAF-12 nuclear receptor | HEK293 ssDAF-12/GRIP1 lit1-tk-luc reporter, luminescence; % of 3 µM dafachronic acid response | activation, % at 6.8 µM | hit rate 1% among 370,000 | AID 652126;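 active means activation above the mean over all tested compounds plus 3 SD, cut at about 0.9% in these data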;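 further: 0% = DMSO-only wells and 100% = 3 µM delta7-dafachronic acid wells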
HGIII-sPLA2 inh: Blocks human group III sPLA2 activity; inhibition, % at 12.2 µM; Q9NZ20; QFRET BODIPY PC-A2 liposome hydrolysis, fluorescence; hit rate 0.56% among 370,000; AID 743126;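 active means inhibition above mean plus 3 SD of compounds lying within the high and low control bounds, cut at about 19% in these data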;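 further: 0% = median of test compound wells and 100% = no enzyme DMSO wells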
Target sequence (Q9NZ20 whole entry, looked up): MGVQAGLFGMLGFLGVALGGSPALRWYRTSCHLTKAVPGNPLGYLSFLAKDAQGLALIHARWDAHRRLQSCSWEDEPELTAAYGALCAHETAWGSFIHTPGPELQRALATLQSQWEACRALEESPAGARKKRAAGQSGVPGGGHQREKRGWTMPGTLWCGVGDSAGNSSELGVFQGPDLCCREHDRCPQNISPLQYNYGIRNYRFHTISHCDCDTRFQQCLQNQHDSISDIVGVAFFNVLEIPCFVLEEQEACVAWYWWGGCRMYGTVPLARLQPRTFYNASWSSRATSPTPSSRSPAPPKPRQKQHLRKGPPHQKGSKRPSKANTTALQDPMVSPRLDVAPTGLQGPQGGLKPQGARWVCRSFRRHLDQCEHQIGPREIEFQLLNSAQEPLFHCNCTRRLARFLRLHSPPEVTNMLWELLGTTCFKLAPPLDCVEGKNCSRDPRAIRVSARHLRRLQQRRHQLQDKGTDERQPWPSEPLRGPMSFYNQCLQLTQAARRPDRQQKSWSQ
NPR1 activator: GC-A (human) enzyme activation. P16066. HEK293 GC-A cells, cGMP TR-FRET, EC30 ANP; 0% at EC30 ANP, 100% saturating ANP. hit rate 0.14% among 370,000. activation, % at 10 µM; in the data active means activation above about 40%
ADAM10 inh: inhibitors of human ADAM10 | recombinant ADAM10, EDANS/DABCYL FRET peptide cleavage, 3 h | inhibition, % at 7 µM | hit rate 0.62% among 370,000 | O14672;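 active means inhibition above a per-campaign cutoff equal to the mean of compounds falling between control-based bounds plus 3 SD, cut at about 20% in these data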;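 further: 0% = DMSO wells while the 100% control is not disclosed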
hcDAF-12 act: H. contortus DAF-12 activation, primary screen | hit rate 1.4% among 370,000 | AID 652067 | activation, % at 6.8 µM | HEK293 hcDAF-12 lit1-tk-luc reporter, luminescence; 0% DMSO, 100% Δ7-dafachronic acid;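 active means activation above the mean of all tested compounds plus 3 SD, cut at about 5.5% in these data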;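 further: 100% = response to 3 µM Δ7-dafachronic acid high control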
hgDAF-12 ag: activates the H. glycines DAF-12 receptor ligand-binding domain; HEK293 GAL4-hgDAF12 UAS-luciferase reporter, agonist luminescence; normalized to butyrate control; activation, % at 6.8 µM; hit rate 1.8% among 370,000; AID 687014;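 active means activation above a cutoff set at the mean of all screened compounds plus 3 SD, cut at about 10% in these data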;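 further: 0% = DMSO wells and 100% = sodium butyrate wells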
Active calls of the source: *; nt = no result given.

SMILES	SMARCA2 act	NPR2 activator	DAX1 inh-1	DAX1 inh-2	GAA850 FXN act	ssDAF12 agonist	HGIII-sPLA2 inh	NPR1 activator	ADAM10 inh	hcDAF-12 act	hgDAF-12 ag
Cn1c(SCC(=O)Nc2ccccc2O)nnc1-c1ccco1	-0.3	8.9	0.8	-0.3	0.7	-0.6	1.8	0.5	-1.4	1.0	0.7
C[C@@H]1CN([C@@H](C)CO)C(=O)c2cc(NC(=O)CCC(F)(F)F)ccc2O[C@H]1CN(C)Cc1ccc(Cl)c(Cl)c1	-3.4	3.1	-1.3	-1.8	-1.0	-1.5	-5.9	-0.2	9.8	-0.3	4.2
Cc1nc(NC(=O)c2cccs2)ccc1Br	0.1	9.1	1.9	1.1	5.6	1.6*	0.6	8.8	-0.5	9.8*	19.2*
O=[N+]([O-])c1cnn(-c2nc(-c3cccs3)cc(C(F)(F)F)n2)c1	-3.6	2.3	-0.3	4.7*	2.2	-0.6	1.5	4.6	-1.9	-1.2	0.5
Cc1ccc(N2CC(C(=O)NC3CCSC3=O)CC2=O)cc1 (centres undefined)	-0.7	4.2	-0.6	-1.3	-0.4	-1.5	5.6	1.7	3.7	-0.7	-2.5
C/C(CCc1ccco1)=N/NC(=O)CCC(=O)Nc1cccc(Cl)c1	-2.9	0.7	0.5	0.0	1.4	-1.4	-9.7	-1.6	2.2	-1.0	0.7
C=CCN1CC2(c3ccccc3)CN(CC=C)CC(c3ccccc3)(C1)C2=O	-0.3	-6.8	-0.7	-0.1	-1.2	-1.6	-1.8	-10.5	5.2	-0.2	-0.2
O=C(Nc1cc(Cl)ccc1Cl)Nn1cnnc1	-1.1	-0.3	1.1	0.2	1.5	-0.2	6.8	3.8	-6.7	-1.2	2.9
CN1CCN(C(=O)CCNC(=O)Cn2cnc3ccccc3c2=O)CC1	1.1	6.7	0.0	1.7	-0.6	-1.5	1.0	0.1	4.7	0.5	1.5
C=CCn1c(C)cc(C(=O)CN2NS(=O)(=O)c3ccccc3C2=O)c1C	3.9	-7.3	2.7	5.4*	7.7*	1.8*	3.0	-0.6	1.6	8.8*	14.6*
CCOc1ccccc1C(=O)NCC(=O)NCC1CCCCC1	-0.6	-10.1	-0.2	-0.8	-0.6	-0.9	6.0	-1.8	3.4	-2.2	-2.2
COc1ccc(S[C@]2(C(=O)N(C)C)CC(=O)N(C(=O)c3ccccc3)[C@@H]2c2ccc(OC)cc2)cc1	-0.8	2.3	-1.9	nt	nt	-1.0	0.7	0.1	0.1	-1.0	-2.7
CSc1ccccc1OCc1cc(C(=O)NCCCc2ccccc2)no1	-1.4	2.3	-0.1	-0.4	2.9	-0.8	-4.5	4.4	3.9	-1.1	1.0
C=CCOC1COC2C(OCC=C)COC12 (centres undefined)	-2.5	-1.6	0.7	0.6	2.0	-0.2	8.0	1.0	-1.1	2.2	2.4
Cc1c(Cc2ccccc2)c(=O)oc2cc(OCc3ccc(C(=O)O)cc3)ccc12	-2.5	-4.2	0.0	1.2	1.0	-1.3	1.4	0.9	-134.2	-1.4	0.3
CCCN1C(=O)C(O)(CC(=O)c2ccc3c(c2)OCCO3)c2ccccc21 (centres undefined)	-0.9	2.2	-0.3	0.7	1.9	-1.6	-6.7	0.9	-2.7	-0.7	-0.7
Cc1ccc(/C=N/NC(=O)CNC(=O)c2ccc(S(=O)(=O)N(C)C)cc2)o1	0.5	0.5	-0.8	2.6	-0.2	-0.4	4.4	-1.4	4.1	-2.8	-2.9
CC(=O)Nc1ccc(S(=O)(=O)N2CCc3cc4c(cc3C2)OCCCO4)cc1	0.9	4.3	-1.5	-0.2	-1.0	-1.7	12.1	3.7	-12.6	-2.3	-3.8
Cc1nc(N)sc1N=Nc1ccccc1C(F)(F)F	6.7	-7.9	1.4	1.6	5.6	-0.6	0.7	10.1	19.0	-0.6	8.0
CC1=CC(=O)Nc2cncnc2N1	6.8	7.5	0.5	2.2	-0.8	-1.3	1.6	-1.8	-19.4	-1.8	0.9
Cc1[nH]c2ccccc2c1C1=NNC(=Nc2ccc(F)cc2)SC1	-0.4	2.5	-1.2	4.4*	-0.2	-0.5	-14.7	-3.9	-3.8	7.1*	-0.2
COc1cccc(-c2nc(CS(=O)(=O)CC(=O)Nc3cccc(C)c3C)c(C)o2)c1	3.5	-6.5	0.7	0.9	-0.4	-0.7	-5.9	-12.6	-0.9	0.8	1.0
CC(C)N(Cc1nc(-c2ccc(Cl)cc2)no1)C(=O)C12CC3CC(CC(C3)C1)C2	-0.4	5.9	-1.0	0.9	1.9	-0.3	0.1	-0.6	1.1	-1.2	2.1
CCCCC(=O)N/N=C/c1ccc(Sc2cccc3cccnc23)o1	1.7	0.1	-0.4	-0.1	15.1*	-0.3	-5.7	5.8	-4.3	-1.4	-2.2
O=C(O)c1cccc2c1C(=O)c1ccccc1-2	3.0	-9.2	0.2	2.8	2.5	0.4	-1.7	2.9	1.9	0.9	0.1
COc1ccccc1NC(=O)NCCc1ccccc1	-0.1	4.9	-0.3	1.0	-0.6	-0.8	2.2	0.6	-8.3	-1.1	0.3
O=C(CSc1nc(-c2ccc(F)cc2)cs1)NCC1CCCO1 (centres undefined)	-2.0	-0.8	-1.0	1.9	1.3	-0.9	-3.6	2.8	-9.5	0.2	-0.3
COC(=O)Cc1ccc(N(Cc2ccccc2F)S(=O)(=O)c2ccc(Cl)cc2)cc1	-0.8	-1.0	-0.1	-1.2	-0.8	-1.3	3.7	-1.8	3.9	-0.1	-1.9
CC(NC(=O)C1CC=CCC1C(=O)O)C1CC2CCC1C2 (centres undefined)	0.8	0.9	0.5	0.2	0.3	-0.2	0.4	2.7	1.6	-1.1	0.2
Cc1ccc(CNC(=O)CCCOc2cc(=O)n(C)c3ccccc23)o1	-3.7	0.3	-0.5	6.4*	-0.9	-0.8	3.1	-0.7	-5.2	-0.6	0.4

12 successive records out of the list so far, quoted:
SMILES	SMARCA2 act	NPR2 activator	DAX1 inh-1	DAX1 inh-2	GAA850 FXN act	ssDAF12 agonist	HGIII-sPLA2 inh	NPR1 activator	ADAM10 inh	hcDAF-12 act	hgDAF-12 ag
Cc1nc(N)sc1N=Nc1ccccc1C(F)(F)F	6.7	-7.9	1.4	1.6	5.6	-0.6	0.7	10.1	19.0	-0.6	8.0
CC1=CC(=O)Nc2cncnc2N1	6.8	7.5	0.5	2.2	-0.8	-1.3	1.6	-1.8	-19.4	-1.8	0.9
Cc1[nH]c2ccccc2c1C1=NNC(=Nc2ccc(F)cc2)SC1	-0.4	2.5	-1.2	4.4*	-0.2	-0.5	-14.7	-3.9	-3.8	7.1*	-0.2
COc1cccc(-c2nc(CS(=O)(=O)CC(=O)Nc3cccc(C)c3C)c(C)o2)c1	3.5	-6.5	0.7	0.9	-0.4	-0.7	-5.9	-12.6	-0.9	0.8	1.0
CC(C)N(Cc1nc(-c2ccc(Cl)cc2)no1)C(=O)C12CC3CC(CC(C3)C1)C2	-0.4	5.9	-1.0	0.9	1.9	-0.3	0.1	-0.6	1.1	-1.2	2.1
CCCCC(=O)N/N=C/c1ccc(Sc2cccc3cccnc23)o1	1.7	0.1	-0.4	-0.1	15.1*	-0.3	-5.7	5.8	-4.3	-1.4	-2.2
O=C(O)c1cccc2c1C(=O)c1ccccc1-2	3.0	-9.2	0.2	2.8	2.5	0.4	-1.7	2.9	1.9	0.9	0.1
COc1ccccc1NC(=O)NCCc1ccccc1	-0.1	4.9	-0.3	1.0	-0.6	-0.8	2.2	0.6	-8.3	-1.1	0.3
O=C(CSc1nc(-c2ccc(F)cc2)cs1)NCC1CCCO1 (centres undefined)	-2.0	-0.8	-1.0	1.9	1.3	-0.9	-3.6	2.8	-9.5	0.2	-0.3
COC(=O)Cc1ccc(N(Cc2ccccc2F)S(=O)(=O)c2ccc(Cl)cc2)cc1	-0.8	-1.0	-0.1	-1.2	-0.8	-1.3	3.7	-1.8	3.9	-0.1	-1.9
CC(NC(=O)C1CC=CCC1C(=O)O)C1CC2CCC1C2 (centres undefined)	0.8	0.9	0.5	0.2	0.3	-0.2	0.4	2.7	1.6	-1.1	0.2
Cc1ccc(CNC(=O)CCCOc2cc(=O)n(C)c3ccccc23)o1	-3.7	0.3	-0.5	6.4*	-0.9	-0.8	3.1	-0.7	-5.2	-0.6	0.4

The list goes on:
SMILES	SMARCA2 act	NPR2 activator	DAX1 inh-1	DAX1 inh-2	GAA850 FXN act	ssDAF12 agonist	HGIII-sPLA2 inh	NPR1 activator	ADAM10 inh	hcDAF-12 act	hgDAF-12 ag
Cc1nc(-c2ccccc2)nc2[nH]ccc(=O)c12	6.3	-4.0	2.8	2.3	2.0	-0.8	-4.4	5.7	-5.2	2.5	4.5
CCN(CC)c1c([N+](=O)[O-])c(=O)n(C)c2ccccc12	-2.6	2.3	0.0	-0.7	3.2	-1.5	5.1	-0.1	5.0	-3.0	-2.9
CC(=O)c1ccc(-n2c(CCC(=O)O)ccc2-c2ccc(Br)cc2)cc1	-1.3	7.0	0.1	-0.4	0.2	-0.4	-11.6	4.3	-4.0	-0.1	-1.8
COc1ccc(C)cc1NC(=O)C1CC1c1ccccc1 (centres undefined)	3.0	-3.4	0.5	3.6	0.6	-2.0	-3.1	2.1	-1.2	-1.4	4.9
Cc1ccnc(NC(=O)CCC(=O)N(CC(=O)NCc2ccc(F)cc2)Cc2ccco2)c1	-0.8	-0.9	-0.2	1.2	-0.3	-0.7	-4.8	-0.2	0.3	1.4	0.3
CCOc1ccccc1-n1c(SCC(=O)N2CCOCC2)nc2ccccc2c1=O	-3.2	0.8	-0.6	-0.8	1.6	-1.2	6.8	-6.5	3.1	-2.3	0.6
Nc1ccccc1C(=O)N/N=C1\C2CN3CCN(C2)CC1(c1ccccc1)C3	3.1	-2.2	3.2	5.0*	3.1	0.3	3.5	-4.9	-171.7	12.2*	13.8*
CCOc1ccc(C(=O)NCC(=O)Nc2ncccc2C)cc1OCC	-1.0	4.2	1.5	-0.3	1.4	-0.7	2.1	3.5	-0.1	-0.9	5.2
Cc1ccc(SCCN2C(=O)NC(C)(C)C2=O)cc1	-2.1	8.1	0.6	0.7	0.4	-0.8	8.0	0.8	-1.1	-0.2	-0.2

Looked up by compound from above, two records:
SMILES	SMARCA2 act	NPR2 activator	DAX1 inh-1	DAX1 inh-2	GAA850 FXN act	ssDAF12 agonist	HGIII-sPLA2 inh	NPR1 activator	ADAM10 inh	hcDAF-12 act	hgDAF-12 ag
Cc1nc(-c2ccccc2)nc2[nH]ccc(=O)c12	6.3	-4.0	2.8	2.3	2.0	-0.8	-4.4	5.7	-5.2	2.5	4.5
Cc1ccnc(NC(=O)CCC(=O)N(CC(=O)NCc2ccc(F)cc2)Cc2ccco2)c1	-0.8	-0.9	-0.2	1.2	-0.3	-0.7	-4.8	-0.2	0.3	1.4	0.3
